USP2a inhib: blocks human ubiquitin-specific protease USP2a; O75604; USP2a enzymatic assay, qHTS inhibition; Potency, µM (doses to about 38.3 µM), for the others: at the top dose activity change, negative = inhibition, actives largely listed as inhibitors; 60,000 compounds, 0.1% hits; AID 927;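 note: potency is the fitted concentration of half-maximal effect; nearly all actives have a fitted effect of over 60% in size; plate controls were DMSO for no effect and NEM full inhibition control for full effect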
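USP2 core (20 nM final) was preincubated with compound for 30 min at RT in 20 mM Tris-HCl pH 8.0, 2 mM CaCl2, 2 mM beta-mercaptoethanol; Ub-PLA2 (20 nM) plus NBD C6-HPC (20 uM) then added, fluorescence read after 2.5 h.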
Texas Red fluor: compounds fluorescent in Texas Red spectral region; Compound fluorescence, Texas Red channel, 547/618 nm; stronger effect = higher value; max dye-equivalent concentration, M; 59,000 compounds, 0.06% hits; AID 587; in the data active = max dye-equivalent concentration above about 10 nM; inconclusive = between about 1.1 nM and that limit
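Fluorescence at ex 547/em 618 nm, normalized against an on-plate Texas Red standard series to give dye-equivalent concentration per compound concentration. Buffer 100 mM Tris, pH 8.0; 15 min RT incubation before CCD imaging.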
Fluorescein autfl: compound fluoresces in the fluorescein spectral region; Compound autofluorescence, 480/540 nm, fluorescein-equivalent; stronger effect = higher value; max fluorescein-equivalent concentration, M; 59,000 compounds, 0.91% hits; in the data active = max fluorescein-equivalent concentration above about 10 nM; inconclusive = between about 1.1 nM and that limit
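Library compounds, added at multiple concentrations to pH 8.0 Tris buffer (100 mM), incubate 15 min at room temperature before CCD imaging at 480 nm excitation and 540 nm emission.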
BRCT inh red: inhibitors of human BRCA1 BRCT-phosphoprotein interaction (red fluorophore); Potency, µM (highest dose often 76.9 µM), for the others: top-dose activity change, negative = inhibition, actives largely listed as inhibitors; P38398; AID 892; 75,000 compounds, 0.03% hits; BRCT-phosphopeptide binding, red fluorescence polarization; note: % is set by controls: 0 for no effect and ±100 for the full control effect
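Rhodamine-labelled pBACH1 10-mer (100 nM) bound to BRCT domain (100 nM) at pH 7.3; compounds incubated 12 min room temperature, polarization read. Free peptide defines full inhibition; unlabelled decapeptide titrated as control.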
Caspase-7 inhib: allosteric or competitive inhibitors of human caspase-7; AID 889; 75,000 compounds, 0.02% hits; recombinant caspase-7, Ac-DEVD-AFC fluorescence rate; Potency, µM (titrated, usually from 57.5 µM), for the others: at the highest dose activity change, negative = inhibition, actives largely listed as inhibitors; P55210; active = well fitted inhibition curve with a large enough effect in the main read-out, with a control signal flat, not every such curve was filed as active; inconclusive = small, poorly fitted or top-dose-only effect, or a change in a side signal; note: potency is the fitted concentration of half-maximal effect; % of control where 0% means no effect
Target sequence (P55210 24-198 limits assumed): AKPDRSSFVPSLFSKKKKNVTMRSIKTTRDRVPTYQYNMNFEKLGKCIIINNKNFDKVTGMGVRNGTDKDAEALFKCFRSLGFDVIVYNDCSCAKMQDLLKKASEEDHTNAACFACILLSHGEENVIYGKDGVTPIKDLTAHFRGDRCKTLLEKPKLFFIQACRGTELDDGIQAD
Target sequence (P55210 207-303 limits assumed): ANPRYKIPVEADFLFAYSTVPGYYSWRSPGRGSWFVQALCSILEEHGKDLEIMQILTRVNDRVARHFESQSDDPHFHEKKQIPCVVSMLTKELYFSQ
BRCT PPI green: BRCA1 BRCT-phosphoprotein interaction inhibition | P38398 | BRCA1 BRCT-phosphopeptide binding, green fluorescence polarization | Potency, µM (doses to about 76.9 µM), for the others: at the highest dose activity change, negative = inhibition, actives largely listed as inhibitors | 75,000 compounds, 0.05% hits;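 note: potency is the fitted concentration of half-maximal effect; plate controls were peptide without protein for full effect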
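Fluorescence polarization: His-tagged BRCT (~35 kDa BRCA1 C-terminus, 250 nM) bound to 100 nM fluorescein-labeled phosphorylated 10-aa BACH1 peptide, pH 7.3 phosphate buffer with DTT and Tween 20. Compounds incubated 12 min at room temperature; inhibition read as lowered polarization.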
A350 fluor: A350 region autofluorescence; AID 590; 59,000 compounds, 11% hits; max dye-equivalent concentration, M; Compound autofluorescence, 340/450 nm, Alexa 350 dye-equivalents; stronger effect = higher value; in the data active = max dye-equivalent concentration above about 10 nM; inconclusive = mostly about 1.1 nM to 9.6 nM
4MU fluor: 4-MU region autofluorescence | compound autofluorescence, 340/450 nm, 4-MU equivalents; stronger effect = higher value | max dye-equivalent concentration, M | 59,000 compounds, 11% hits | AID 589; in the data active = max dye-equivalent concentration above about 10 nM; inconclusive = mostly about 1.1 nM to 9.6 nM
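Compounds in 100 mM Tris, pH 8.0, sat 15 min at room temperature before fluorescence was read at 340 nm excitation/450 nm emission; a per-plate six-point 4-MU standard curve converted signals to dye-equivalent concentration at each compound concentration.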
Rhodamine fluor: rhodamine region autofluorescence | Rhodamine-region fluorescence, 547/598 nm, Tris buffer; stronger effect = higher value | max dye-equivalent concentration, M | 59,000 compounds, 0.05% hits | AID 594; in the data active = max dye-equivalent concentration above about 11 nM; inconclusive = between about 1.1 nM and that limit
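Read-out is relative fluorescence at 547 nm excitation and 598 nm emission, expressed as dye-equivalent concentration using rhodamine standards on every plate. Each compound was profiled across a concentration series after 15 min in 100 mM Tris, pH 8.0.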
Casp1 inh: caspase-1 (human) inhibition, allosteric or competitive; P29466; Caspase-1 enzyme, Ac-WEHD-AFC fluorogenic rate; Potency, µM (highest dose often 57.5 µM), for inactives: at the highest dose activity change, negative = inhibition, most hits filed as inhibitors; 75,000 compounds, 0.03% hits; AID 900;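 note: potency is the fitted concentration of half-maximal effect; plate controls were vehicle for no effect and no substrate for full effect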
Target sequence (P29466 120-297 limits assumed): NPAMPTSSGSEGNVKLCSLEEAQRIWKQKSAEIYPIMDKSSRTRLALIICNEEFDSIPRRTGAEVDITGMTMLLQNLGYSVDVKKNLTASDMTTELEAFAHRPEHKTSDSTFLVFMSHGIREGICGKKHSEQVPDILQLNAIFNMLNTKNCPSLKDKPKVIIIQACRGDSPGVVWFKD
Target sequence (P29466 317-404 limits assumed): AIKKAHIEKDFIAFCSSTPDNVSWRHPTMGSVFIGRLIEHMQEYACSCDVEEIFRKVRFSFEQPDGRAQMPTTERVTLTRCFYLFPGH
HEK293 cAMP ctrl: parental HEK293 cAMP activation (counter-screen). parental HEK293 CNG cAMP sensor, membrane potential fluorescence. Potency, µM (titrated, usually from 57.1 µM), without a hit: top-dose activation, hits mostly activators. 73,000 compounds, 2.5% hits; note: potency is the fitted concentration of half-maximal effect; % of control where 0% means no effect; nearly all actives have a fitted effect of over 55% in size
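Parental HEK 293 cells stably expressing a cAMP-gated CNG channel were loaded with membrane potential dye containing 100 uM RO 20-1724 for 60 min. Compound added for 30 min; depolarization read as fluorescence intensity at 590 nm.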
Numbers without * were called inactive; i = inactive; ? = inconclusive; . = no result given; [ ] = remark or other dose. Unless noted, calls come from the whole dose curve; as a rule, active = well fitted curve in the direction sought with a large enough effect; inconclusive = small, poorly fitted or top-dose-only effect, or another doubt; inactive = no such curve, though single readings can be large; an effect the other way counts as inactive or inconclusive.

| SMILES | BRCT inh red | 4MU fluor | A350 fluor | HEK293 cAMP ctrl | Texas Red fluor | Fluorescein autfl | USP2a inhib | Caspase-7 inhib | Rhodamine fluor | BRCT PPI green | Casp1 inh |
| --- | --- | --- | --- | --- | --- | --- | --- | --- | --- | --- | --- |
| CCOC(=O)c1c(C)[nH]c(C(=O)OCC(=O)N2c3ccccc3CC2C)c1C (stereo unspecified) | -0.4% | i | ? | 16% | i | ? | 21% | -1% | i | 3.6% | -3% |
| c1ccc([P+](CC[P+](c2ccccc2)(c2ccccc2)c2ccccc2)(c2ccccc2)c2ccccc2)cc1 | 0.3%[15.4 µM] | i | i | 8%[11.4 µM] | i | i | . | -3%[11.5 µM] | i | -0.6%[15.4 µM] | -1%[11.5 µM] |
| NC(=O)[C@@H]1CCCNC1 | 2.6%[15.4 µM] | i | i | 7%[11.4 µM] | i | ? | . | 1%[11.5 µM] | i | 0.1%[15.4 µM] | -1%[11.5 µM] |
| CCN(CC)CCCNc1oc(-c2ccc(OC)c(OC)c2)nc1C#N | 0.1% | 1.3e-08M* | 1.6e-08M* | -1% | i | ? | -6% | 0% | i | -3.6% | -1% |
| COc1ncc2nc(-c3cn(C)c4ccccc34)c(=O)n(CCc3ccccc3)c2n1 | 0.0% | i | i | 12% | i | ? | 175%[activator] | ? | i | -0.2% | . |
| CCOC(=O)CSc1nc2c(c(=O)n(C)c(=O)n2C)n1Cc1ccccc1F | -2.8% | . | . | 12% | . | . | . | -1% | . | 0.2% | 1% |
| CCc1cn([C@H]2C[C@H](O)[C@@H](CO)O2)c(=O)[nH]c1=O | . | i | i | . | i | i | . | . | i | . | . |
| CCCOc1cccc(C(=O)O)c1 | -0.4% | i | i | 5% | i | i | -3% | 0% | i | -1.6% | 1% |
| COc1cccc(-c2cc(C(=O)N/N=C/c3ccccc3O)[nH]n2)c1 | 0.6% | . | . | ? | . | . | . | -13% | . | -0.8% | -5% |
| CC1=C(Sc2ccccn2)C(=O)NC(C)(C)C1 | 0.5% | i | i | 1% | i | i | 0% | 1% | i | -2.7% | -3% |
| CC1CCN(C(=O)CN(c2ccc3c(c2)OCO3)S(C)(=O)=O)CC1 | 1.8% | i | i | 3% | i | i | 5% | 2% | i | 0.5% | 0% |
| CCOCCn1c(CN2CCN(c3ccccc3)CC2)nc2c1c(=O)n(C)c(=O)n2C | -0.4% | i | i | 12% | ? | i | 16% | -1% | i | 1.0% | -1% |
| CCC(=O)Nc1ccc(S(=O)(=O)N2CCc3ccccc3C2)cc1 | 0.3% | . | . | 18% | . | . | . | -3% | . | 3.2% | -1% |
| Cc1ccc2nc(N3CCN(C)CC3)c(C#N)cc2c1 | -1.5% | 8.9e-08M* | 8.5e-08M* | ? | i | i | 14% | -16% | i | 3.5% | -19% |
| Nc1ncnc2c1ncn2[C@H]1O[C@@H](C(=O)O)[C@@H](O)[C@H]1O | -0.2%[15.4 µM] | i | i | 12%[11.4 µM] | i | i | . | 0%[11.5 µM] | i | -1.8%[15.4 µM] | -1%[11.5 µM] |
| c1ccc(Cn2nnnc2C(c2ccccn2)N2CCOCC2)cc1 (stereo unspecified) | -0.6% | i | i | 10% | i | i | -5% | -3% | i | -0.3% | 1% |
| COC(=O)c1cc2ccsc2n1Cc1cc(=O)n2ccccc2n1 | 0.3% | i | ? | ? | i | i | 17% | 0% | i | 4.7% | -2% |
| CCOc1ccccc1NC(=O)C1CCN(c2ccc(S(=O)(=O)N3CCCC3)cc2)CC1 | -0.7% | i | i | 3% | i | i | 209%[activator] | -3% | i | -3.4% | -2% |
| CCOC(=O)N1CCN(C(=O)c2ccc(CN(c3ccccc3)S(C)(=O)=O)cc2)CC1 | 2.6% | . | . | -2% | . | . | -6% | 0% | . | -0.9% | 0% |
| Cc1nc(C)n(CC(O)COc2ccc(C(=O)c3ccccc3)cc2)n1 (stereo unspecified) | -0.4% | i | i | 4% | i | i | 2% | -2% | i | -0.9% | 1% |
| CS(=O)(=O)N(CC(=O)O)c1cc(Cl)cc(Cl)c1 | -1.4% | ? | ? | 26% | i | i | -5% | 0% | i | -0.6% | 0% |
| Cc1cc(C)cc(OCC(=O)NCCN2CCOCC2)c1 | 0.9% | i | i | 2% | i | i | 1% | 2% | i | 1.4% | -1% |
| CC(C)C(NC(=O)C12CC3CC(CC(C3)C1)C2)C(=O)O (stereo unspecified) | 0.3% | i | i | 1% | i | ? | -2% | -1% | i | -1.2% | 0% |
| CCOC(=O)C1(CCSC)NC(c2ccco2)C2C(=O)N(CC)C(=O)C21 (stereo unspecified) | -1.7% | i | i | 28% | i | ? | 2% | 0% | i | -0.8% | 4% |
| COc1ccc(-c2noc(COc3ccccc3OC)n2)cc1OC | -1.4% | . | . | 9% | . | . | . | -7% | . | -0.3% | -1% |
| COc1ccc(/C(O)=C2\C(=O)C(=O)N(CCN3CCOCC3)C2c2ccccc2OC)cc1 (stereo unspecified) | . | i | i | . | i | i | . | . | i | . | . |
| CCOc1cccc(-c2nnc3sc(COc4ccccc4)nn23)c1 | . | i | i | . | i | ? | . | . | i | . | . |
| CN(C)Cc1ccccc1-c1nc(NCc2cccs2)c2ccccc2n1 | -2.0% | i | i | ? | i | i | -5% | -4% | i | 3.1% | -4% |
| COc1ccc(CNC(=O)c2cccs2)cc1 | 1.4% | . | . | 0%[11.4 µM] | . | . | 5%[7.66 µM] | 0% | . | -0.1% | -2% |
| COCCn1c(SCc2cccnc2)nnc1-c1ccco1 | 0.6% | i | i | 5% | i | i | -4% | 5% | i | -3.5% | -2% |
| COCC(=O)N1CCC2(CCCN(c3ccc(-c4ccccc4)cc3)C2)CC1 | 0.8% | i | i | 7% | i | i | 149%[activator] | -6% | i | 6.9% | -6% |
| CCOC(=O)C1CCN(C2CC(=O)N(c3cccc(Cl)c3)C2=O)CC1 (stereo unspecified) | -0.5% | . | . | 11% | . | . | . | -2% | . | 2.1% | 2% |
| O=C(Cn1cc(C(=O)c2cccs2)c2ccccc21)NCC1CCCO1 (stereo unspecified) | 0.6% | i | ? | 1% | i | ? | 7% | 1% | i | -1.4% | -3% |
| C1CCc2nnc(-c3nnc4n3CCCCC4)n2CC1 | 0.1% | . | . | 9% | . | . | 1% | 0% | . | -4.3% | -2% |
| O=C(Oc1ccc(OC(=O)N2CCOCC2)cc1)c1ccccc1 | 0.2% | i | i | 0% | i | i | 6% | 1% | i | -1.8% | -1% |
| Cc1ccccc1Cn1nnc(C(=O)Nc2cccc(C)c2C)c1N | 0.6% | i | i | 0% | i | i | 1% | -5% | i | -2.7% | 1% |
| CCCC[C@@H]1C[C@H]1C(NC(=O)c1ccco1)c1ccccc1C(F)(F)F (stereo partly specified) | 0.2% | . | . | 32µM* | . | . | . | -1% | . | 0.4% | -2% |
| Cc1ccc(S(=O)(=O)NCCC(=O)NCc2ccc3c(c2)OCO3)cc1C | -0.8% | i | i | 1% | i | ? | 13% | 0% | i | 5.7% | 3% |
| COC(=O)[C@@]1(Cc2ccc(OC)cc2)[C@H]2c3cc(C(=O)N4CCCC4)n(Cc4ccc(Cl)c(C(F)(F)F)c4)c3C[C@H]2CN1C(=O)c1ccccc1 | 0.6% | . | . | ? | . | . | . | -5% | . | 0.0% | -2% |
| COCCNc1cc(-c2ccccc2CN(C)C)ncn1 | -1.6% | i | i | 2% | i | i | -7% | 2% | i | -1.8% | -1% |
| CCOC(=O)c1oc2ccc(S(=O)(=O)N3CCC(C)CC3)cc2c1C | -0.5% | i | i | 25µM* | i | i | 27% | 2% | i | -2.1% | -1% |
| COc1ccc2c(c1)CCC1C2CC[C@]2(C)[C@H](NCCCCCCN3C(=O)C=CC3=O)CC[C@@H]12 (stereo partly specified) | 1.6% | i | ? | 1% | i | ? | 6% | -1% | i | -1.2% | 3% |
| Cc1ccc2nc(NC(=O)c3cccs3)sc2c1 | 1.1% | 1.8e-08M* | 2.3e-08M* | 12% | ? | i | -5% | -2% | i | -0.2% | 3% |
| Cc1nc(CNS(=O)(=O)c2cccnc2)cs1 | 1.1% | i | i | 3% | i | i | 2% | 1% | i | -1.3% | 0% |
| Cc1cc(C)c(NC(=O)OCCN2CCOCC2)c(C)c1 | . | 8.8e-08M* | 1e-07M* | . | i | ? | . | . | i | . | . |
| Cc1cc(C)nc(SCC(=O)OCN2C(=O)c3ccccc3C2=O)n1 | 2.6% | . | . | -3%[11.4 µM] | . | . | -1%[7.66 µM] | 0% | . | -1.5% | -3% |
| CC(C)(C)NC(=O)c1ccc2c(c1)N(CC(=O)N1CCN(c3ccccc3F)CC1)C(=O)C(C)(C)O2 | -0.5% | i | i | 16% | i | i | 23% | 1% | i | -0.7% | -1% |

In a second layout: two of the compounds above.
structure: CCOC(=O)c1oc2ccc(S(=O)(=O)N3CCC(C)CC3)cc2c1C
  BRCT inh red: -0.5%
  4MU fluor: i
  A350 fluor: i
  HEK293 cAMP ctrl: 25µM*
  Texas Red fluor: i
  Fluorescein autfl: i
  USP2a inhib: 27%
  Caspase-7 inhib: 2%
  Rhodamine fluor: i
  BRCT PPI green: -2.1%
  Casp1 inh: -1%
structure: COCCNc1cc(-c2ccccc2CN(C)C)ncn1
  BRCT inh red: -1.6%
  4MU fluor: i
  A350 fluor: i
  HEK293 cAMP ctrl: 2%
  Texas Red fluor: i
  Fluorescein autfl: i
  USP2a inhib: -7%
  Caspase-7 inhib: 2%
  Rhodamine fluor: i
  BRCT PPI green: -1.8%
  Casp1 inh: -1%

A portion of the library; the hit share may differ from the screen's.
